Bioassay records: PubChem BioAssay, National Center for Advancing Translational Sciences (NCATS)
A549 tox: A549 cytotoxicity, counter-screen for Nrf2 inhibitors; A549 ARE-Fluc cells, CellTiter-Fluor viability, 18-24 h; Potency, µM (top dose mostly 46 µM), for inactives: at the top dose activity change, negative = cytotoxicity, actives largely listed as inhibitors; 390,000 compounds, 0.16% hits; further: potency means the concentration at half of the fitted maximal effect; on the % scale 0 is the no-effect control and ±100 the full control effect
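Cytotoxicity counterscreen: CellTiter-Fluor fluorescence was measured in A549 ARE_Fluc cells after 18-24 h of compound exposure in a concentration series. The subsequent BugLite luminescent read reports ARE-luciferase activity.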
CCT modulator: modulators of cytosolic chaperonin (CCT/TRiC) activity | 360,000 compounds, 0.3% hits | purified chaperonin ATPase assay, HTRF ADP detection, 30 min | AID 651819 | activity change, % (no concentration beside the values), hits read low; in the data active means activity change below about -30%; further: on the % scale 0 is the no-effect control and ±100 the full control effect
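ATPase activity: ADP formed was measured by HTRF Transcreener (665/615 nm ratio) after 30 min at 37 deg C with 10 uM ATP. Compounds screened at one 76 uM concentration against 40 or 20 nM TRiC in Tris pH 7.4/KCl/MgCl2/DTT buffer.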
pAkt inh: Akt phosphorylation inhibition. 360,000 compounds, 0.32% hits. Neuro2A IGF-stimulated pAkt S473 HTRF, 20 min; stronger effect = lower value. activity change, % for hits at 50 µM; in the data active means activity change below about -80%; inconclusive means mostly about -51% to -80%; further: on the % scale 0 is the no-effect control and ±100 the full control effect
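Neuro2A cells in DMEM with 0.5% FBS, overnight at 37 deg C, given compound at single 50 µM final, then IGF (6 nM final) for 20 min at 37 deg C. Lysed; phospho-Akt Ser473 by HTRF after 24 h, 665/615 ratio.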
MmCpn inh: M. maripaludis TRiC chaperonin inhibition; purified Mm-Cpn ATPase, ADP Transcreener TR-FRET; Potency, µM (top dose mostly 76.9 µM), inactives show at the highest dose activity, negative = inhibition, most hits filed as inhibitors; 330,000 compounds, 0.031% hits; AID 504842; further: potency means the concentration at half of the fitted maximal effect; on the % scale 0 is the no-effect control and ±100 the full control effect; nearly all actives have a fitted effect of over 80% in size
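ATPase read-out: TR-FRET ADP immunoassay (anti-ADP Eu cryptate vs ADP-d2), ex 320 nm, em 590/665 nm; signal drops as ADP forms. Enzyme 25 nM, ATP 10 uM, 30 min at 37°C after 10 min compound preincubation.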
HepG2 tox: kills HepG2 cells in TGF-b inhibitor counter-screen. HepG2 CAGA-GFP viability, ATP luminescence, 18 h. Potency, µM (top dose mostly 46.1 µM), for inactives: at the highest dose activity change, negative = cytotoxicity, actives largely listed as cytotoxic. 410,000 compounds, 0.76% hits. AID 588856; further: potency means the concentration at half of the fitted maximal effect; some results filed as inactive show a strong effect at the top dose
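CellTiter-Glo luminescence gave cytotoxicity after 18 hours at 37 degrees C. The cells were HepG2 CAGA-GFP in 1% FBS DMEM, stimulated with 500 pg/mL TGF-beta after compound addition. %Activity was normalised to no-cell wells (complete cell-killing) and DMSO (no toxicity), and curves were fitted and classified.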
Abeta yeast res: compounds reversing amyloid beta toxicity in yeast; 410,000 compounds, 0.063% hits; yeast expressing A-beta42, growth rescue, OD600, 48 h; response scale: 0% DMSO, 100% iron-clioquinol control; Potency, µM (top dose mostly 46.1 µM), for the others: top-dose growth rescue, hits mostly activators; AID 1347071; further: potency means the concentration at half of the fitted maximal effect; nearly all actives have a fitted effect of over 55% in size
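Yeast growth medium received pinned compounds, then yeast cells expressing toxic A-beta were added; plates incubated at 30 C for 48 hr. Growth read as absorbance at 600 nm, normalized to DMSO and equimolar FeCl3 plus clioquinol controls.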
Nrf2 block: blocks Nrf2 signaling. A549 ARE-Fluc reporter, luciferase luminescence, 18-24 h. Potency, µM (titrated, usually from 46 µM), for the others: at the top dose activity change, negative = inhibition, actives largely listed as inhibitors. 360,000 compounds, 2.1% hits. AID 504444; further: potency means the concentration at half of the fitted maximal effect; on the % scale 0 is the no-effect control and ±100 the full control effect; nearly all actives have a fitted effect of over 60% in size
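Nrf2 activity is the BugLite luminescence, read 15 min after reagent at room temperature, following CellTiter-Fluor cytotoxicity readout (30 min, 37C). Compound titrations were applied for 18-24 h to 5000 A549 ARE_Fluc cells/well in 5% FBS OPTI-MEM.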
Nrf2 ARE act: Nrf2 pathway activation | AREc32 ARE-luciferase reporter (MCF7-derived line), luminescence, 24 h | Potency, µM (doses to about 46.1 µM), for the others: top-dose activation, usual class: activators | 410,000 compounds, 0.31% hits; further: potency means the concentration at half of the fitted maximal effect; % of control where 0% means no effect; nearly all actives have a fitted effect of over 65% in size
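AREc32 cells carrying an ARE-driven firefly luciferase, 1000 cells/well in OPTI-MEM with 5% FBS, dosed after overnight attachment and incubated 24 hr at 37 deg C. Steady-Glo luminescence read after 30 min at RT.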
TGFb inhibitor: TGF-b pathway inhibition; HepG2 CAGA-GFP TGF-b/SMAD3 reporter, GFP fluorescence, 18 h; TGF-beta stimulated, 500 pg/mL final; Potency, µM (highest dose often 46.1 µM), for the others: top-dose activity, negative = inhibition, most hits filed as inhibitors; AID 588855; 410,000 compounds, 1.2% hits; further: potency means the concentration at half of the fitted maximal effect; on the % scale 0 is the no-effect control and ±100 the full control effect; nearly all actives have a fitted effect of over 65% in size
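GFP signal (ex488/em500-530) from TGF-beta-stimulated HEPG2 CAGA-GFP cells, 500 pg/mL final, 18 h at 37 degrees C in DMEM plus 1% FBS, normalized to unstimulated and DMSO-stimulated controls.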
* = called active by the depositor; i = inactive; ? = inconclusive; / = no result given; [ ] = remark or other dose. Unless noted, the call rests on the fitted dose curve; in most records, active means well fitted curve in the direction sought with a large enough effect; inconclusive means small, poorly fitted or top-dose-only effect, or another doubt; inactive means no such curve, though single readings can be large; an effect the other way counts as inactive or inconclusive. The order is random. Share with any hit: about 4.3%.

compound	A549 tox	CCT modulator	pAkt inh	MmCpn inh	HepG2 tox	Abeta yeast res	Nrf2 block	Nrf2 ARE act	TGFb inhibitor
CCCN(CCC)CCNC(=O)CCC(=O)Nc1ccc2nc(N3CCN(C)CC3)cc(C)c2c1	-1%	-1.4	i	-6%	-8%	7%	0%	-0.9%	9%
CCCCn1c(=O)c(C(C)=O)c(O)c2ccccc21	-10%	0.1	i	-1%	-5%	-6%	-2%	-0.1%	1%
CCOc1ccc(OCCCC(=O)NCCOc2ccccc2OC)cc1	4%	-0.1	i	-2%	-10%	3%	8%	0.2%	-23%
Cc1ccc(NC(=O)CN2CCCC2)cc1	0%	-0.3	i	0%	18%	13%	4%	2.8%	20%
O=C(COC(=O)/C=C/c1ccccc1)NNC(=O)c1ccccc1F	6%	-0.7	i	0%	15%	-12%	?	15%	?
CSc1ncc(Cl)c(C(=O)N(Cc2ccccc2Cl)C2CCS(=O)(=O)C2)n1 (stereo unspecified)	0%	/	/	/	0%	-20%	6%	-0.3%	0%
CCCCn1c(N)c(N(CCOC)C(=O)CCNC(=O)c2ccc(Cl)cc2)c(=O)[nH]c1=O	-1%	-1.1	i	2%	7%	-7%	-15%	-0.5%	12%
Cc1c(Cl)cccc1NC(=S)N1CCN(C(=O)c2ccco2)CC1	0%	-3.9	i	-1%	31%	-3%	-29%	0.2%	-9%
COc1ccc(Cl)cc1NC(=O)CCC(=O)c1ccc(C)cc1	10%	/	/	/	-1%	20%	/	8.5%	-9%
CCCn1c(SCC(=O)N2CCN(S(=O)(=O)c3ccc(Cl)cc3)CC2)n[nH]c1=O	15%	-1.7	i	-1%	-15%	-3%	-14%	-0.7%	-9%
Cc1ccc(/C=C(\NC(=O)c2ccc(C)cc2)c2nc(=S)[nH][nH]2)cc1	-13%	1.3	i	-2%	-67%	-10%	-8%	27%	?
Cc1cc(NC(=O)COc2ccc(C(C)(C)C)cc2)no1	9%	-0.5	i	3%	-55%	-8%	1%	4.0%	-8%

(more compounds)
compound	A549 tox	CCT modulator	pAkt inh	MmCpn inh	HepG2 tox	Abeta yeast res	Nrf2 block	Nrf2 ARE act	TGFb inhibitor
COc1cccc(N=CC=C2OC(C)(C)C(C)(C)O2)c1	1%	-2.5	i	-1%	-12%	-14%	-3%	3.6%	-18%
CN(CC(=O)Nc1ccc(S(=O)(=O)N2CCCC2)cc1)CC(=O)Nc1ccc(F)c(F)c1F	-4%	-2.9	i	1%	8%	6%	?	2.4%	0%
CN(C(=O)Nc1cn(C)c(=O)c2ccccc12)c1ccccc1	-3%	/	/	/	9%	-2%	0%	-1.4%	0%
O=c1cc(N2CCCCC2)c(-c2ccccc2)nn1Cc1ccc(Cl)cc1Cl	-22%	-0.1	i	0%	-79%	-7%	?	7.1%	?
O=C1CCCc2nc(N3CCN(C(c4ccccc4)c4ccccc4)CC3)ncc21	-4%	-1.6	i	-26%	-20%	-12%	?	0.0%	0%
O=C(COc1ncnc2ccccc12)NC1CCS(=O)(=O)C1 (stereo unspecified)	-1%	-2.8	i	-1%	-2%	13%	-6%	0.0%	-2%
O=C(Nc1sc2c(c1C(=O)c1ccccc1)CCCC2)c1cccnc1	2%	-1.4	i	1%	5%	-1%	-5%	0.8%	20%
Cc1ccc2c(C)c(C(=O)N3CCC(c4nc5ccccc5s4)CC3)oc2c1C	4%	/	/	/	2%	6%	7%	6.5%	?
COc1ccc(Cc2nc3ccc(C(=O)N4CCC[C@H]4CO)cc3o2)cc1	1%	1.0	i	3%	-14%	-1%	-17%	-0.2%	3%
O=C(Nc1ccccc1F)Nc1cc(Cl)ccc1-n1cncn1	2%	-2.4	i	0%	-3%	-11%	-21%	2.6%	9%
Cc1nc(NC(=O)CCN2C(=O)C3CC=CCC3C2=O)sc1C (stereo unspecified)	-8%	0.0	i	1%	5%	10%	1%	-0.6%	-2%
COc1cccc(CSc2nc(-c3ccccc3F)nc3c2Cc2c(CO)cnc(C)c2O3)c1	-1%	/	/	/	3%	-3%	?	7.3%	9%

Later entries
compound	A549 tox	CCT modulator	pAkt inh	MmCpn inh	HepG2 tox	Abeta yeast res	Nrf2 block	Nrf2 ARE act	TGFb inhibitor
COC(=O)Nc1cccn(Cc2c(Cl)cccc2Cl)c1=O	-6%	0.8	i	2%	-14%	?	-7%	-0.5%	0%
COc1ccc(Cl)cc1NC(=O)CN(C)C(=O)c1cc2c(s1)CCC(C)C2 (stereo unspecified)	-9%	-17	i	2%	-11%	6%	?	-0.6%	1%
COc1ccc(N2CCN(C(=O)c3ccc(COc4ccc5c(C)cc(=O)oc5c4)cc3)CC2)cc1	-16%	1.2	i	-4%	-14%	3%	?	0.3%	?
CC1CCC2(CC1)NC(=O)N(CC(=O)NCCc1c[nH]c3ccccc13)C2=O (stereo unspecified)	1%	0.3	i	1%	-15%	4%	12%	-1.1%	17%
Cc1ccc(OCC(=O)Nc2ccc3c(c2)OC(F)(F)O3)c([N+](=O)[O-])n1	8%	-1.2	i	3%	-6%	3%	-11%	0.3%	23%
CCSc1nc2cc(S(=O)(=O)N3CCOCC3)ccc2o1	2%	2.0	i	0%	1%	-26%	5%	0.4%	-1%
CC1CCC(NC(=O)C2CCN(c3c4c(nc5ncnn35)CCC4)CC2)CC1 (stereo unspecified)	-6%	0.9	i	1%	-14%	-7%	?	0.7%	-19%
CCOC(=O)C1=CN(Cc2ccco2)S(=O)(=O)N(C)C1CC (stereo unspecified)	16%	-0.5	i	0%	-21%	-9%	19%	7.0%	?
CCSc1nnc(NC(=O)c2cccnc2Cl)s1	-3%	-0.8	i	-11%	-9%	9%	23%	-0.2%	0%
O=C(Nc1ccn(CCCN2CCN(c3ncccn3)CC2)c(=O)n1)OCc1ccccc1	/	-1.2	i	/	-7%	1%	/	0.2%	-11%
O=C(c1cc2ccccc2o1)c1nc2c(n1O)CCCCC2	-15%	0.4	i	-1%	1%	-44%[inhibitor]	?	1.0%	-9%
COc1ccc(-c2c(C#N)c(N)nc3sc(C(=O)c4ccc(C)cc4)c(N)c23)cc1	?	-0.2	i	-4%	0%	-12%	14%	-0.9%	9%

The results go on.
compound	A549 tox	CCT modulator	pAkt inh	MmCpn inh	HepG2 tox	Abeta yeast res	Nrf2 block	Nrf2 ARE act	TGFb inhibitor
O=C(N/N=C/c1cccnc1)c1[nH]ncc1Br	-15%	0.1	i	1%	-26%	-6%	?	2.9%	4%
CCCc1c(C)[nH]c2ccc(C(=O)O)cc2c1=S	-6%	-3.9	i	-3%	6%	17%	9%	-0.8%	-25%
CC(C)NC(=O)CSc1ncccc1-c1nc2ccccc2[nH]1	1%	1.0	i	-2%	14%	-4%	15%	2.7%	24%
COc1ccc(OC)c(CC(=O)Nc2cc(S(=O)(=O)N3CCCCC3)ccc2C)c1	-17%	-0.3	i	-3%	-14%	-2%	21µM*	0.5%	-22%
Cc1nnc(SCCCN2C(=O)c3ccccc3C2=O)o1	6%	0.0	i	1%	-20%	3%	4%	-0.2%	-6%
CCOC(=O)c1ccc(NC(=O)N2CCOc3ccccc32)cc1	-4%	/	/	/	-3%	0%	?	5.2%	5%
CC(=O)c1cccc(NC(=O)c2sc3nc4c(cc3c2N)CCCC4)c1	-2%	/	/	/	1%	-8%	8%	4.4%	-18%
CCOc1ccccc1NC(=O)C1=C(C)Nc2ncnn2C1c1ccccn1 (stereo unspecified)	3%	/	/	/	-8%	-14%	/	-0.4%	6%
COc1ccc(/C=N/N(Cc2ccccc2)c2ccccc2)cc1O	3%	-3.7	i	-4%	-39%	27%	5%	12%	?
Cc1ccc(CNS(=O)(=O)c2cnc(N)nc2)cc1	-2%	/	/	/	-1%	-5%	/	2.8%	-2%
Cc1cc(C)c(NC(=O)CN2CCN(c3ccccn3)CC2)c(C)c1	2%	1.6	i	-1%	-3%	-3%	5%	-0.7%	-6%
CC1CCC2(CC1)C(Nc1cccc(Cl)c1)=NC(=S)N2CC#N (stereo unspecified)	-2%	2.2	i	2%	-19%	?	18%	0.7%	?

More entries follow:
compound	A549 tox	CCT modulator	pAkt inh	MmCpn inh	HepG2 tox	Abeta yeast res	Nrf2 block	Nrf2 ARE act	TGFb inhibitor
CSC1=NCCN1C(=O)Cc1cccs1	1%	-1.5	i	-1%	-16%	1%	2%	0.0%	-1%
Cc1ccc(C(=O)N/C(=C\c2cn(C)c3ccccc23)C(=O)NCCN2CCOCC2)cc1	0%	-4.8	i	?	-5%	1%	8%	3.8%	-15%
CCCCN1C(=O)C(CC(=O)NCCCCc2ccccc2)CC(C(=O)N2CCOCC2)=C1C (stereo unspecified)	/	-0.7	i	/	3%	7%	/	0.3%	4%
Cc1ccc(C(=O)NNC(=S)NC(=O)COc2ccccc2)cc1	1%	0.8	i	0%	-16%	?	5%	1.9%	?
CCOc1ccc(/C=N/NC(=O)C2CCCC2)c(OCC)c1	0%	1.0	i	?	1%	5%	8%	-0.5%	-2%
CCCN(CC(=O)Nc1ccccc1C)C(=O)c1ccc(-c2ccc(C(C)=O)cc2)o1	1%	-3.3	i	-2%	-15%	3%	2%	4.9%	-5%
Clc1ss/c(=N\c2ccccn2)c1Cl	-6%	-4.5	i	0%	-8%	7%	?	25%	0%
FC(F)(F)c1cc(N2CCOCC2)nc(-c2ccccc2)n1	?	-2.9	i	-1%	-23%	-2%	-16%	-0.2%	-2%
